High-throughput results as filed in PubChem BioAssay.
HEK293 NOD2/NF-kB = NOD2 signaling inhibitors, cell-based, luminescence, uHTS, HEK293 (AID 1566). HEK293 NOD2/NF-kB luciferase reporter, luminescence; higher % means a stronger effect. one-dose inhibition, % at 4 µM; EC50 in µM for titrated hits. actives 0.63% (n = 290,000); also: many of its hits are not listed in these tables
PMI inhibition = MPI inhibition at elevated mannose 6-phosphate – biochemical, fluorescence intensity, high mannose 6-phosphate, primary screen (AID 1220); recombinant PMI enzyme, coupled fluorescence intensity; higher % means a stronger effect; inhibition, % at 20 µM, or IC50 in µM where a hit was titrated; actives 0.66% (n = 190,000)
NOD1 inhibition = inhibition of NOD1-driven NF-kB reporter – cell-based, luminescence, uHTS, primary screen (AID 1578) | NOD1-driven NF-kB luciferase reporter cells, luminescence; higher % means a stronger effect | one-dose inhibition, % at 4 µM; EC50 in µM for titrated hits | actives 1% (n = 290,000); in the data active = inhibition mostly above about 36%, no sharp cut-off; inactive = mostly below about 34%;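 also: HEK-293T reporter cells stimulated with the NOD1 agonist gamma-tri-DAP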
TNAP activation fold = stimulation of alkaline phosphatase TNAP activity – biochemical, luminescent, no phosphate acceptor, uHTS, primary screen (AID 1001); activation fold at 20 µM; hits with a dose series show EC50 in µM; purified TNAP, luminescent activation assay, no phosphate acceptor; higher activation fold means a stronger effect; actives 0.03% (n = 200,000); in the data active = activation fold from about 3, or a potency from the dose series; inactive = the rest, 99 in 100 with activation fold below about 1.6; also: many of its hits are not listed in these tables
human PMI inhibition = MPI enzyme activity inhibition – biochemical, fluorescence intensity, coupled assay, primary screen (AID 1209). purified PMI enzyme, coupled fluorescence intensity; higher % means a stronger effect. inhibition, % at 20 µM, or IC50 in µM where a hit was titrated. actives 0.42% (n = 190,000);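 also: plate controls were DMSO vehicle for no effect and wells lacking substrate for full effect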
XIAP displacement = XIAP antagonists, biochemical, IAP family, fluorescence polarization (AID 1018); actives 0.007% (n = 200,000); one-dose displacement, % at 20 µM; IC50 in µM for titrated hits; XIAP BIR domain, fluorescence polarization peptide displacement; higher % means a stronger effect; in the data active = displacement above about 50%; also: a part of the inactive calls stands beside numbers as strong as those of hits
LYP inhibition = inhibitors of LYP phosphatase, biochemical, fluorescence intensity, uHTS (AID 1779) | recombinant LYP phosphatase, fluorescence intensity; higher % means a stronger effect | inhibition, % at 11.5 µM; hits with a dose series show IC50 in µM | actives 0.054% (n = 290,000);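 also: plate controls were vehicle with enzyme for no effect and no enzyme for full effect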
KOR beta-arrestin-1 = kappa opioid receptor activators – cell-based, luminescence, uHTS, primary screen (AID 1777) | KOR beta-arrestin recruitment, luminescence; higher % means a stronger effect | activation, % at 10 µM; hits with a dose series show EC50 in µM | actives 0.02% (n = 280,000); in the data active = activation above about 50%, passing the limit was not always enough; also: a part of the inactive calls stands beside numbers as strong as those of hits
KOR beta-arrestin-2 = KOR antagonists, beta-arrestin recruitment, cell-based, luminescence, uHTS (AID 1778); KOR beta-arrestin recruitment, luminescence, antagonist mode; higher % means a stronger effect; one-dose inhibition, % at 10 µM; IC50 in µM for titrated hits; actives 0.091% (n = 290,000); also: strong numbers were not always called active
* marks the source's active call; other numbers are inactive results; x = no result given; [ ] = another dose, or the depositor's remark. Rule as the data show it, unless noted: active = inhibition above about 50%; inactive = the rest. Only part of the results is shown, so the mix of outcomes need not match the whole.

no. | Molecule | HEK293 NOD2/NF-kB | PMI inhibition | NOD1 inhibition | TNAP activation fold | human PMI inhibition | XIAP displacement | LYP inhibition | KOR beta-arrestin-1 | KOR beta-arrestin-2
1 | COc1cccc(NC(=O)Nc2cc(C)ccc2F)c1 | -39% | -2% | -7% | 1.1 | 0% | -3.9% | 2% | 6.6% | -17%
2 | CCN(CC)c1nc2ccccc2nc1C(C#N)C(=O)NCCc1ccccc1 (stereo not given) | 9% | -94% | 10% | 0.9 | -52% | -6.1% | 7% | -1.0% | 17%
3 | COCCNC(=S)N1CCN(Cc2ccc3c(c2)OCO3)CC1 | 17% | x | -9% | x | x | x | -8% | -1.3% | 15%
4 | O=S(=O)(NCC1CCCO1)c1cccc(C(F)(F)F)c1 (stereo not given) | -1% | 6% | -13% | 1 | 3% | -3.8% | -6% | -1.9% | -12%
5 | CC(C)=CCc1c(O)ccc(C(=O)Cc2ccccc2)c1O | 7% | 14% | 0% | 1.1 | 23% | 0.6% | 0% | 18% | 40%
6 | Cn1cc(S(=O)(=O)NC(c2ccccc2)c2ccccc2)c(=O)n(C)c1=O | 28% | x | 10% | x | x | x | -11% | 1.0% | 18%
7 | CCOc1ccc(S(=O)(=O)N2CCN(c3ccc(C)cc3C)CC2)cc1 | -28% | 19% | -7% | 1.1 | 17% | -6.2% | 5% | -2.5% | -38%
8 | O=C(Cn1nc(Cl)nc1Cl)c1ccccc1 | 4% | x | -16% | x | x | x | -11% | 0.0% | -46%[20 µM]
9 | COc1cc(NC(=S)Nc2ccccn2)cc(OC)c1 | -11% | 5% | 9% | 1 | -2% | -19% | 2% | 3.5% | -2%
10 | Cc1ccc(C(=O)NCCOc2ccc(Cl)cc2)cc1 | -44% | x | -9% | x | x | x | -2% | -3.8% | -15%
11 | CCCCC(=O)NCCc1cc2c(OC)ccc(OC)c2[nH]c1=O | 19% | 16% | 6% | 1.1 | 12% | -2.0% | 4% | 4.2% | -17%
12 | CCOc1ccc(NC(=O)N2CCN(C(=O)c3ccco3)CC2)cc1 | 11% | x | -26% | x | x | x | -8% | 3.1% | -1%

Next section.
no. | Molecule | HEK293 NOD2/NF-kB | PMI inhibition | NOD1 inhibition | TNAP activation fold | human PMI inhibition | XIAP displacement | LYP inhibition | KOR beta-arrestin-1 | KOR beta-arrestin-2
13 | O=C(COC(=O)c1ccco1)c1ccccc1 | -3% | x | -17% | x | x | x | -7% | -0.7% | 9%
14 | CNCc1ccccc1OCC(=O)Nc1ccccc1 | -28% | -1% | -29% | 1.1 | 7% | -4.1% | -5% | 0.4% | 14%
15 | COc1ccc(NC(=O)Cn2nnc(-c3ccccc3NC(=O)c3cccs3)n2)cc1 | -18% | 5% | -112% | 1.1 | 7% | 0.9% | -5% | 45% | -29%
16 | Cc1c(C(=O)Nc2cccc(Cl)c2)cn2c(nc3ccccc32)c1C#N | 16% | -4% | -5% | 1.3 | -7% | -4.1% | -1% | 0.1% | x
17 | CCc1ccc(NC(=O)N(CCCN2CCOCC2)Cc2cccs2)cc1 | 10% | 3% | -3% | 1.1 | -1% | 1.5% | -8% | 0.5% | 31%
18 | COc1ccc(NC(=O)N2CCCC2C(=O)NCc2cccs2)cc1 (stereo not given) | 0% | x | -3% | x | x | x | -8% | -3.0% | 0%
19 | CCN(CC)c1c([N+](=O)[O-])c(=O)n(CC)c2ccccc12 | 20% | x | -6% | x | x | x | -6% | -3.1% | 35%
20 | Oc1cccc(NC(=S)Nc2ccccc2)c1 | 10% | x | 2% | x | x | x | -5% | -1.1% | 45%
21 | O=C(N/C(=C/c1ccc(Cl)cc1)C(=O)N1CCCCC1)c1ccco1 | 30% | x | 5% | x | x | x | -7% | 6.1% | 7%
22 | COC(=O)C1(Cc2ccccc2)NC(c2ccccc2C)C2C(=O)N(c3ccc4c(c3)OCO4)C(=O)C21 (stereo not given) | -24% | -1% | -28% | 1 | -5% | -5.0% | 10% | -2.2% | -4%
23 | O=C(NNC(=O)C1CCN(c2ncccn2)CC1)c1ccc(Cl)cc1 | 11% | 3% | -40% | 1.1 | 6% | -7.4% | -3% | -1.5% | -4%
24 | Cc1nnc(SCC(=O)c2ccc([N+](=O)[O-])cc2)s1 | -2% | 28% | -7% | 1 | 3% | -15% | 1% | 2.0% | -8%[20 µM]

Quoted at random: two compounds from above
no. | Molecule | HEK293 NOD2/NF-kB | PMI inhibition | NOD1 inhibition | TNAP activation fold | human PMI inhibition | XIAP displacement | LYP inhibition | KOR beta-arrestin-1 | KOR beta-arrestin-2
14 | CNCc1ccccc1OCC(=O)Nc1ccccc1 | -28% | -1% | -29% | 1.1 | 7% | -4.1% | -5% | 0.4% | 14%
23 | O=C(NNC(=O)C1CCN(c2ncccn2)CC1)c1ccc(Cl)cc1 | 11% | 3% | -40% | 1.1 | 6% | -7.4% | -3% | -1.5% | -4%

Additional compounds:
no. | Molecule | HEK293 NOD2/NF-kB | PMI inhibition | NOD1 inhibition | TNAP activation fold | human PMI inhibition | XIAP displacement | LYP inhibition | KOR beta-arrestin-1 | KOR beta-arrestin-2
25 | CC1SC(c2cccc(Cl)c2)NC1=O (stereo not given) | -11% | 0% | -21% | 1.2 | 11% | -0.9% | -6% | x | 15%
26 | CN(CCc1ccccn1)C(=O)CCC1CCCN(C(=O)CN2CCCCCC2)C1 (stereo not given) | 22% | -12% | -42% | 1.1 | -3% | -5.7% | 0% | 3.2% | -21%
27 | Oc1ccccc1C1=Nc2ncnn2C(c2ccc(F)cc2)C1 (stereo not given) | 5% | -10% | 10% | 1 | -13% | -4.7% | -7% | -4.1% | 14%
28 | O=c1c(-c2ccccc2)c(O)cc(-c2ccncc2)n1-c1ccc(Cl)cc1 | 7% | 9% | -10% | 1.1 | 2% | -3.6% | 2% | -3.6% | 2%[20 µM]
29 | Cc1ccc2c(c1)c1c3n2CCN(CCC(=O)O)C3CCC1 (stereo not given) | 6% | x | -1% | x | x | x | -5% | -2.4% | 16%
30 | CN1CCN(c2ccccc2NC(=O)c2ccc(-c3ccc(Cl)c(Cl)c3)o2)CC1 | 7% | x | 18% | x | x | x | -4% | 0.8% | 1%
31 | O=C(Nc1ccc(Br)cc1)c1cccc(N2C(=O)C3C4C=CC(C4)C3C2=O)c1 (stereo not given) | 14% | x | 3% | x | x | x | -8% | 1.2% | -8%
32 | CCP(=O)(c1ccccc1)C(C)(C)O (stereo not given) | 14% | 1% | -18% | 1.1 | -2% | -2.1% | -10% | -3.6% | 8%
33 | COc1cc2[nH]c(-c3cccc(F)c3)cc(=O)c2cc1OC | -21% | -19% | -19% | 1.1 | -19% | -4.4% | -6% | -1.8% | -8%
34 | O=C(CN1c2ccccc2Sc2ccccc21)N/N=C/c1ccc(Cl)cc1 | -24% | x | -7% | x | x | x | 3% | 4.2% | 19%
35 | CC(C)CC1NC(=O)N(Cc2nc3ccccc3s2)C1=O (stereo not given) | 8% | x | 4% | x | x | x | -2% | -6.3% | 1%
36 | CC(=O)Oc1ccc(-c2csc(Nc3ccc(Cl)cn3)n2)cc1 | -24% | x | -49% | x | x | x | -10% | -0.9% | -20%

(continued)
no. | Molecule | HEK293 NOD2/NF-kB | PMI inhibition | NOD1 inhibition | TNAP activation fold | human PMI inhibition | XIAP displacement | LYP inhibition | KOR beta-arrestin-1 | KOR beta-arrestin-2
37 | CCOc1ccc(S(=O)(=O)N/N=C2/CC(c3ccccc3)Oc3ccccc32)cc1 (stereo not given) | 11% | -4% | 14% | 1 | 8% | -7.4% | -2% | 0.5% | -8%
38 | Cc1ccc(-c2ccc(/C=C3\SC(N4CCOCC4)=NC3=O)o2)cc1 | -11% | 29% | -25% | 1 | -2% | -1.3% | 4% | 4.0% | -31%
39 | O=c1c2c(ncn2C2CCCC2)n(Cc2ccccc2)c(=O)n1CCOc1ccc(Br)cc1 | -4% | -5% | 2% | 1.1 | 7% | -7.3% | 7% | 24% | 2%
40 | Cc1csc(SCC(=O)Nc2ccc(Cl)cn2)n1 | -3% | 1% | -14% | 1 | -8% | -5.2% | 0% | 8.2% | -9%
41 | Cc1cc(C)cc(SCc2noc(C(=O)NC(C)C)c2C(=O)NC(C)C)c1 | 0% | x | 29% | x | x | x | -10% | -7.7% | -14%[20 µM]
42 | O=C(CCc1ccc(S(=O)(=O)NCCc2ccccc2)cc1)Nc1ccc2c(c1)OCO2 | -79% | 9% | -6% | 1.1 | 18% | -7.1% | -5% | -1.3% | -29%
43 | CCNC(=O)CC1C(=O)N(c2cccc(OC)c2)C(=O)N1CCOC (stereo not given) | 9% | 9% | 8% | 1 | 11% | -9.0% | -4% | -5.6% | 10%
44 | CCN(CC)S(=O)(=O)c1cccc(N=Nc2c(O)c3ccccc3oc2=O)c1 | -20% | x | 1% | x | x | x | 2% | 2.3% | 32%
45 | COc1ccc(OC)c(S(=O)(=O)N2CCC(C(=O)Nc3cccc(C)c3C)CC2)c1 | 5% | 2% | 6% | 1.2 | -2% | -3.2% | 1% | -3.3% | 9%
46 | CC(O)C(=O)N/N=C/c1ccccc1C(=O)O (stereo not given) | 8% | -5% | -22% | 1.1 | 1% | -6.4% | -6% | -5.9% | -24%
47 | CSc1nccn1CC(=O)Nc1ccc(F)cc1 | -5% | -5% | 5% | 1 | -2% | -3.3% | 0% | 2.0% | -19%
48 | CCC(C)/C(C)=N/NC(=O)CNS(=O)(=O)c1ccc([N+](=O)[O-])cc1 (stereo not given) | 17% | 11% | -28% | 1 | 4% | -4.3% | -4% | 2.5% | -14%

Grouped by structure: the compounds so far containing fluorine.
no. | Molecule | HEK293 NOD2/NF-kB | PMI inhibition | NOD1 inhibition | TNAP activation fold | human PMI inhibition | XIAP displacement | LYP inhibition | KOR beta-arrestin-1 | KOR beta-arrestin-2
1 | COc1cccc(NC(=O)Nc2cc(C)ccc2F)c1 | -39% | -2% | -7% | 1.1 | 0% | -3.9% | 2% | 6.6% | -17%
4 | O=S(=O)(NCC1CCCO1)c1cccc(C(F)(F)F)c1 (stereo not given) | -1% | 6% | -13% | 1 | 3% | -3.8% | -6% | -1.9% | -12%
27 | Oc1ccccc1C1=Nc2ncnn2C(c2ccc(F)cc2)C1 (stereo not given) | 5% | -10% | 10% | 1 | -13% | -4.7% | -7% | -4.1% | 14%
33 | COc1cc2[nH]c(-c3cccc(F)c3)cc(=O)c2cc1OC | -21% | -19% | -19% | 1.1 | -19% | -4.4% | -6% | -1.8% | -8%
47 | CSc1nccn1CC(=O)Nc1ccc(F)cc1 | -5% | -5% | 5% | 1 | -2% | -3.3% | 0% | 2.0% | -19%

More compounds.
no. | Molecule | HEK293 NOD2/NF-kB | PMI inhibition | NOD1 inhibition | TNAP activation fold | human PMI inhibition | XIAP displacement | LYP inhibition | KOR beta-arrestin-1 | KOR beta-arrestin-2
49 | CC1CCN(C(=O)/C(=C\c2cccs2)NC(=O)c2ccccc2)CC1 | 16% | x | -19% | 1.1 | x | 1.6% | 1% | x | -12%[20 µM]
50 | CCCC(C)NC(=O)c1ccc(C2SCC(=O)N2Cc2ccco2)cc1 (stereo not given) | -8% | 5% | 2% | 1.1 | 13% | -2.5% | -3% | -1.6% | -32%
51 | COc1ccc(CCN2C(=O)c3cccc4c(C(=O)N5CCCCC5)ccc(c34)C2=O)cc1OC | 6% | -5% | 11% | 1.1 | 3% | -1.8% | 9% | 25% | 5%
52 | N=C1/C(=C/c2cccn2CCOc2ccccc2)C(=O)N=C2SC=C(c3ccccc3)N12 | 14% | 3% | -13% | 0.9 | 10% | -15% | 13% | 4.9% | 19%
53 | CCCNC(=S)N1CCCC(c2nc3ccccc3[nH]2)C1 (stereo not given) | 19% | -7% | -34% | 1.1 | -7% | -4.7% | -10% | -4.2% | 15%
